LGR2 inh: Drosophila LGR2 receptor signaling inhibition | 380,000 tested, 0.35% active | HEK293 LGR2, CRE-luciferase, bursicon-stimulated, 4 h | inhibition, % at 9.99 µM | AID 720647;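 active means drop in luminescence signal, shown as inhibition above about 50% in the replicate tests, limit read from the data, passing the limit was not always enough; inconclusive means probably only some replicates passing the limit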;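 further: agonist challenge used bursicon conditioned medium at about half maximal strength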
EWS-Fli inh: EWS/Fli transcriptional activity inhibition | inhibition, % at 12.6 µM | A673 NR0B1-luciferase reporter, viability-normalised | 350,000 tested, 0.67% active;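 active means mean inhibition of at least 50% after viability correction, with every replicate also passing that limit; inconclusive means mean reaches 50% but only one of two replicates passes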;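 further: firefly luciferase signal divided by Alamar Blue viability fluorescence both relative to DMSO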
ARNT-TACC3 inh: ARNT/TACC3 interaction disruption. Q9Y6A5. AlphaScreen His-ARNT PAS-B/GST-TACC3 binding, luminescence; TACC3 fragment carries E629A point mutation. inhibition, % at 9.99 µM. 390,000 tested, 0.66% active;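 active means mean inhibition of replicates at least 50% and at least half of replicates each reaching 50%; inconclusive means half or more replicates reach 50% but mean below 50%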;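 further: 0% = complete ARNT plus TACC3 wells and 100% = ARNT alone without TACC3; many hits fall short of the cut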
DENV2 CPE: inhibitors of DENV2 cytopathic effect; DENV2-infected cells, cytopathic effect rescue, plate reader; CPE inhibition, % at 9.99 µM; 350,000 tested, 1.7% active; AID 651640; in the data active means CPE inhibition above about 20%, passing the limit was not always enough; inconclusive means no clear call, values can overlap the other calls; tested in BHK-21 cells;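 further: 0% = median of neutral control wells and 100% = median of positive control wells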
PAX8 inh HTS: inhibitors of PAX8 transcriptional activity in RMG-I cells; RMG-I TPO-luciferase reporter, SteadyGlo, 24 h; inhibition, % at 12.6 µM; 360,000 tested, 1.2% active; AID 652154;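 active means mean replicate inhibition at least 60% with every replicate also reaching 60%; inconclusive means only one of the two criteria is met; inactive means mean below 60% and not all replicates reaching 60%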;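 further: luciferase light reporting Pax8 driven TPO promoter activity; plate controls were median of neutral control wells for no effect and mitoxantrone controls for full effect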
SIRT5 inh: inhibitors of human sirtuin-5 desuccinylase. Purified SirT5, succinyl-peptide AMC, trypsin-coupled fluorescence. inhibition, % at 15 µM. 330,000 tested, 1.1% active; in the data active means inhibition above about 15%; inconclusive means no clear call, values can overlap the other calls
Target sequence (Q9NXA8 whole entry, looked up): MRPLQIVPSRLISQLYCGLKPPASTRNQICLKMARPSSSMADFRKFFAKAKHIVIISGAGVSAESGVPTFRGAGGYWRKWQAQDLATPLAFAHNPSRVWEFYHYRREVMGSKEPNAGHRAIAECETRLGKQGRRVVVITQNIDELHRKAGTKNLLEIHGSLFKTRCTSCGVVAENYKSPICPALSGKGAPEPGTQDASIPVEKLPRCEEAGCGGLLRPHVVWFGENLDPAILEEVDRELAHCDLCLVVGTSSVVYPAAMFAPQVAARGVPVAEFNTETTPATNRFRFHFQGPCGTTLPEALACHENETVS
Casp6 inh: inhibitors of human caspase-6 | P55212 | purified caspase-6, Z-VEID-R110 cleavage fluorescence | inhibition, % at 12.5 µM | 350,000 tested, 0.53% active | AID 686996;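 active means mean inhibition across replicates at least about 35%, with every replicate also reaching that limit, limit read from the data; inconclusive means only one of the two criteria met; inactive means neither criterion met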;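 further: 0% = median of neutral control wells and 100% = no fluorescence left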
Target sequence (P55212 24-179 limits assumed): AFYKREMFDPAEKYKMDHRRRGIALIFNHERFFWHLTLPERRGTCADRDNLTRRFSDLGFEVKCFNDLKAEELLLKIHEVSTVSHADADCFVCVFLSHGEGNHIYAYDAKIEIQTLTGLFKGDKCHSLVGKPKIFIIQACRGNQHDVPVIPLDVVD
Target sequence (P55212 194-293 limits assumed): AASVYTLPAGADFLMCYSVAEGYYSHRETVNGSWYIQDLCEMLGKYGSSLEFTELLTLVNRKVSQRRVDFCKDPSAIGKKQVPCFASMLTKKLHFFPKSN
An asterisk follows results filed as active; u = inconclusive; x = not tested or not shown; & = joins results of further samples. Compounds as they come, and some 4.9% of all compounds hit somewhere here.

1) CN1C(=O)c2cc(NC(=O)C3CCOCC3)ccc2OC[C@@H]2O[C@@H](CC(=O)NCc3ccccc3F)CC[C@H]21
2) Cc1ccc(C)c(NC(=O)CN(C)C(=O)c2ccc(S(=O)(=O)N(C)c3ccccc3)cc2)c1
3) CN(C)C(CNC(=S)Nc1ccc(F)cc1)c1cccnc1 (stereo not given)
4) CCOc1ccc(NC(=O)c2ccc(NC(=O)c3ccccc3Br)cc2)cc1
5) COC(C[C@@H]1O[C@@H]1[C@@H](O)COCc1ccccc1)OC
6) COc1ccccc1NC(=O)CSc1nn2c(=O)c(C)nnc2s1
7) CCc1cc(=O)oc2c(C)c(OC(C)C(=O)NCCCN3CCOCC3)ccc12 (stereo not given)
8) O=C(c1cnccn1)N1CC(=O)N2[C@H](CO)[C@H](c3ccc(C#CC4CCCC4)cc3)[C@@H]2C1
9) CC(C)NC(=O)N1[C@H](CO)[C@@H]2c3ccccc3N(C(=O)C3CC3)C[C@@H]21
10) COc1ccccc1CNC(=O)C[C@H]1CC[C@H]2[C@@H](COC[C@@H](O)CN2Cc2ccc3c(c2)OCO3)O1
Compound	1	2	3	4	5	6	7	8	9	10
LGR2 inh	-3	6	14	44	-2	-4	-9	3	14	13
EWS-Fli inh	2	8	0	-5	-7	x	x	-3	-4	6
ARNT-TACC3 inh	-2	0	0	1	38	x	2	x	0	-2
DENV2 CPE	0	5	x	0	6	1	2	-13	4	4
PAX8 inh HTS	-4	12	15	0	-9	-8	-1	x	-5	14
SIRT5 inh	-13	-3	-1	9	4	3	0	-2	1	0
Casp6 inh	-5	3	-1	3	-5	3	1	0	-6	1

11) CO[C@@H]1CN(C)C(=O)c2cc(NC(=O)Nc3cc(Cl)cc(Cl)c3)ccc2OC[C@H](C)NC[C@@H]1C
12) CC(C)NC(=O)N(C)C[C@H]1Oc2c(NC(=O)Nc3ccc4c(c3)OCO4)cccc2C(=O)N([C@H](C)CO)C[C@H]1C
13) COc1cc(/C=C/C(=O)OCC(=O)c2c(N)n(C)c(=O)n(C)c2=O)ccc1OC(F)F
14) COc1ccc2c3c(n(C)c2c1)[C@H](CO)N(CC1CC1)CC31CCN(C(=O)CN2CCOCC2)CC1
15) CN1CCN(S(=O)(=O)c2ccc(Cl)cc2)CC1
16) CCC(=O)N(C)C[C@H]1Oc2cc(-c3ccc(C)cc3)ccc2S(=O)(=O)N([C@H](C)CO)C[C@@H]1C
17) C[C@@H]1CN([C@@H](C)CO)C(=O)c2cccc(NS(=O)(=O)c3cn(C)cn3)c2O[C@@H]1CN(C)C(=O)NC1CCCCC1
18) O=C(C[n+]1ccccc1)N1CCCc2ccccc21
19) N#CCC(=O)Nc1ccc(C(=O)OCC(=O)NC(=O)Nc2ccc3c(c2)OCCO3)cc1
20) COc1ccccc1CNC(=O)C[C@@H]1CC[C@@H]2[C@H](COC[C@@H](O)CN2C(=O)Nc2ccc(F)cc2)O1
Compound	11	12	13	14	15	16	17	18	19	20
LGR2 inh	-29	-24	-7	9	-8	11	4	11	-53	2
EWS-Fli inh	9	-4	-1	-13	5&8	9	-6	-11	-64	-3
ARNT-TACC3 inh	x	9	-1	x	-3&-5	-2	-7	-6	-2	-8
DENV2 CPE	x	1	2	-7	u	-12	u	-1	0	5
PAX8 inh HTS	x	3	13	x	14&29	x	x	-7	-192	3
SIRT5 inh	7	x	0	10	0&-5	-5	4	x	6	x
Casp6 inh	x	x	2	-4	-4&-3	1	-3	1	7	x

21) C[C@@H](O)C1NC(=O)[C@H](CCCCN)NC(=O)c2cc([N+](=O)[O-])cc(I)c2NCCC[C@@H](C(N)=O)NC1=O (stereo not given in full)
22) C/C=C/c1ccc([C@H]2[C@@H](CO)N(c3nc(CC)cs3)[C@H]2CNC(C)C)cc1
23) Cc1cc(NC(=O)COC(=O)C2CC(=O)N(c3ccc(Cl)cc3)C2)no1 (stereo not given)
24) O=C(CSc1ccc2nnc(CCNC(=O)c3ccccc3)n2n1)Nc1ccccc1
25) COCC(=O)Nc1ccc2c(c1)C(=O)N(C)C[C@@H](OC)[C@H](C)CN(Cc1ccccc1OC)[C@H](C)CO2
26) CCn1cc(CN2CCCC(C(=O)Nc3cccc(-n4cccn4)c3)C2)c(C)n1 (stereo not given)
27) COc1ccccc1-n1c(SCC(=O)N2CCOCC2)nc(O)cc1=O
28) C[C@H](CO)N1C[C@H](C)[C@H](CN(C)Cc2ccc(C(F)(F)F)cc2)Oc2ccc(N(C)C)cc2C1=O
29) Cc1cccc(S(=O)(=O)N[C@@H]2CC[C@H](CCNC(=O)CCN3CCCCC3)O[C@H]2CO)c1
30) COc1ccc(CN2CC3(C2)CN(C(=O)CN(C)C)[C@H](CO)c2[nH]c4cc(OC)ccc4c23)cc1
Compound	21	22	23	24	25	26	27	28	29	30
LGR2 inh	-2	5	-2	-7	3	-5	2	-8	-1	3
EWS-Fli inh	-6	18	-6	5	-1	x	5	-7	-16	3
ARNT-TACC3 inh	7	2	-1	9	-5	-1	-5	-5	8	x
DENV2 CPE	-1	-11	8	2	4	3	7	40*	-5	19
PAX8 inh HTS	-6	-1	-13	31	x	3	10	17	-3	x
SIRT5 inh	0	13	-2	-2	-3	-1	-5	x	0	-2
Casp6 inh	-51	x	1	-1	1	0	7	-4	-4	2

31) COc1ccc2nc(Cl)c(C3CC(c4ccco4)=NN3C(=O)CCC(=O)O)cc2c1 (stereo not given)
32) CC1(C(=O)NC2CCCCC2)CCC(=O)N1Cc1cccnc1 (stereo not given)
33) COc1ccc(C(=O)N2CCCC(CNC(=O)c3ccccc3Cl)C2)o1 (stereo not given)
34) Cc1ccc(NC(=S)NC2CCCCC2)cc1S(=O)(=O)N(C)C
35) O=C(C[C@H]1CC[C@@H]2[C@H](COC[C@H](O)CN2Cc2ccc(Cl)cc2)O1)Nc1nccs1
36) O=C(Cn1cc2c(n1)CCCC2)NCCCN1CCN(Cc2ccccc2)CC1
37) CNC[C@@H]1Oc2ccc(NS(=O)(=O)c3ccc(F)cc3)cc2CC(=O)N([C@@H](C)CO)C[C@@H]1C
38) CNc1cc(-c2cccc(OC)c2F)nc2ccnn12
39) CCC(O)(Cc1ccccn1)Cc1ccccn1
40) CN(CCCC(=O)NC1CC(C)(C)NC(C)(C)C1)S(=O)(=O)c1ccc([N+](=O)[O-])cc1
Compound	31	32	33	34	35	36	37	38	39	40
LGR2 inh	-2	27	-20	-30	4	-14	-2	-12	-2	13
EWS-Fli inh	x	-9	-40	-16	1	-6	x	-15	2	4
ARNT-TACC3 inh	2	7	1	5	11	-4	-4	x	-4	-2
DENV2 CPE	x	-8	u	u	1	-3	0	u	-2	0
PAX8 inh HTS	-77	8	-21	6	0	10	-16	-3	-8	11
SIRT5 inh	x	x	2	0	0	x	0	x	x	-3
Casp6 inh	x	11	1	2	-1	-27	1	-2	-3	6

41) CCOc1ccc(NC(=O)C2CCCCN2S(=O)(=O)c2ccccc2)cc1 (stereo not given)
42) Cc1[nH][nH]c(=O)c1C(c1c(C)[nH][nH]c1=O)c1cn(Cc2ccc(Cl)c(Cl)c2)c2ccccc12
43) COC(=O)c1ccc2nc(-c3ccc(F)cc3)c(Cc3ccc(OC)cc3C)n2c1
44) CCN(CC(=O)Nc1ccc2c(c1)OCCO2)C(=O)c1cccc(OCC(C)C)c1
45) COc1ccc(S(=O)(=O)Nc2ccc3c(c2)C(=O)N([C@H](C)CO)C[C@@H](C)[C@H](CN(C)Cc2ccncc2)OCCCC[C@@H](C)O3)cc1
46) COCCN1C(=O)N[C@@H](c2ccccc2)C(C(C)=O)=C1C
47) CCOc1ccc(NCCC(=O)c2ccc3c(c2)OCO3)cc1
48) CC(OC(=O)c1oc2ccccc2c1COc1ccccc1)C(=O)NC(N)=O (stereo not given)
49) COc1c(F)c(F)c(C(=O)O)c(Nc2cc(C)cc(C)c2)c1F
50) Cc1cccc(-n2ncc3c2CCCC3NC(=O)CCc2cccnc2)c1C (stereo not given)
Compound	41	42	43	44	45	46	47	48	49	50
LGR2 inh	13	-1	-41	7	20	-9	-16	2	22	5
EWS-Fli inh	x	53*	-39	x	7	-6	-11	19	-7	-3
ARNT-TACC3 inh	3	x	x	0	-11	x	1	-2	x	8
DENV2 CPE	x	-4	-8	u	-4	5	9	0	0	0
PAX8 inh HTS	x	28	-45	-21	19	-9	x	2	4	14
SIRT5 inh	7	4	-3	2	-2	-3	-1	-1	-2	-6
Casp6 inh	-1	22	3	1	-3	0	1	x	6	-2

51) O=C(c1cnccn1)N1CC(=O)N2[C@@H](CO)[C@@H](c3ccc(C#CC4CCCC4)cc3)[C@@H]2C1
52) Nc1nc(SCC(=O)N2CCOCC2)n[nH]1
53) COc1ccc(S(=O)(=O)N2CCN(CC(=O)Nc3ccccc3OC)CC2)cc1
54) C[C@H](CO)N1C[C@H](C)[C@H](CN(C)C(=O)C2CCCCC2)OCc2cnnn2CCCC1=O
Compound	51	52	53	54
LGR2 inh	-6	3	1	13&0
EWS-Fli inh	0	4	-4	0&-4&-1
ARNT-TACC3 inh	x	7	10	-6&-4
DENV2 CPE	7	1	0	5&9&-3
PAX8 inh HTS	x	13	-9	-15&-7
SIRT5 inh	2	-4	-3	-3&13&-6
Casp6 inh	0	-4	-1	1&1&-1

Source: PubChem
